esBAF inh: blocks esBAF chromatin remodeling in mouse ES cells. Bmi1-luciferase knock-in reporter, 24 h; 100% = twice the neutral-well signal. reporter increase, % at 12.5 µM. 350,000 compounds, 2% hits. AID 602393; in the data active = activation above about 40%;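 note: 0% = median of the plate's neutral control wells and 100% = double that signal; a rise in the Bmi1 reporter signal indicates esBAF inhibition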
FN deposit inh: fibronectin deposition inhibition. AH1F fibroblasts, Alexa488-fibronectin deposition fluorescence, overnight. inhibition, % at 12.6 µM. 350,000 compounds, 0.086% hits. AID 743247;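 active = mean inhibition across replicates of 30% or more, regardless of how many single replicates reach that level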;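 note: positive control wells lacked labelled fibronectin entirely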
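Measured by – fluorescence 485/525 nm · System – AH1F fibroblast monolayer, labelled fibronectin deposition · Amount – 10000 cells per well · Buffer or medium – serum-reduced DMEM (2% serum) · Doses – single dose, pinned · Also added – fluorescent fibronectin at 24 nM final · Schedule – 1 h cell attachment, overnight exposure to compound and label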
E-sel inducer: induces E-selectin expression in human endothelial cells | P16581 | HUVEC E-selectin immunofluorescence imaging; normalized: neutral wells 0, TNF-alpha wells 100 | activation, % at 7.58 µM | 260,000 compounds, 0.37% hits | AID 686992;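 active = mean E-selectin-positive cell signal at least 10% of the positive control, reached in at least 60% of replicates, without over 20% cell loss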;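 note: in these data hits start at about 27%; measured in HUVEC primary endothelial cells; signal is the percent of cells scored E-selectin positive by PE staining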
Target sequence (P16581 whole entry, looked up): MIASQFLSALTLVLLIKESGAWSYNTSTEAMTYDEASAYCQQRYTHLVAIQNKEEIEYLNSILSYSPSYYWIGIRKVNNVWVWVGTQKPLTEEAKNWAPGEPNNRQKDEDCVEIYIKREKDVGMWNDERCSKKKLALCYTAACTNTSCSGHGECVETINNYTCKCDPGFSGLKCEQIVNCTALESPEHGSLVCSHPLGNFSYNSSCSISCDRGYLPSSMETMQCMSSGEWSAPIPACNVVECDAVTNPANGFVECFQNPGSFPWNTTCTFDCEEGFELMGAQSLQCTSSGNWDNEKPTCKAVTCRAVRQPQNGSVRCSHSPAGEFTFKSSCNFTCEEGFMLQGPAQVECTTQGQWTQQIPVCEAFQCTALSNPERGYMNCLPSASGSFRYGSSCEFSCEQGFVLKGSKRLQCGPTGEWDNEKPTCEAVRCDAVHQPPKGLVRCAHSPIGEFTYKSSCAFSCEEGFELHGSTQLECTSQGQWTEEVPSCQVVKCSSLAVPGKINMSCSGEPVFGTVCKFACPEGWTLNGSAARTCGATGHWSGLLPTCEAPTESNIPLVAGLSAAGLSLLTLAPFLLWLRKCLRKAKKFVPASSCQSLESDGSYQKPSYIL
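Assay system: HUVEC, human umbilical vein endothelial cells / Amount: 3,000 HUVEC/well / Controls: TNF-alpha positive control, DMSO neutral control / Compound dosing: single concentration / Medium: EGM-2 over gelatin coat / Evaluation: percent E-selectin-positive cells / Signal: immunofluorescence imaging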
RAD52 inh: RAD52 (human) annealing inhibition | P43351 | recombinant RAD52 DNA annealing, FRET fluorescence | inhibition, % at 18.7 µM | 360,000 compounds, 0.46% hits | AID 651710;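 active = every replicate showing at least 50% inhibition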
Target sequence (P43351 whole entry, looked up): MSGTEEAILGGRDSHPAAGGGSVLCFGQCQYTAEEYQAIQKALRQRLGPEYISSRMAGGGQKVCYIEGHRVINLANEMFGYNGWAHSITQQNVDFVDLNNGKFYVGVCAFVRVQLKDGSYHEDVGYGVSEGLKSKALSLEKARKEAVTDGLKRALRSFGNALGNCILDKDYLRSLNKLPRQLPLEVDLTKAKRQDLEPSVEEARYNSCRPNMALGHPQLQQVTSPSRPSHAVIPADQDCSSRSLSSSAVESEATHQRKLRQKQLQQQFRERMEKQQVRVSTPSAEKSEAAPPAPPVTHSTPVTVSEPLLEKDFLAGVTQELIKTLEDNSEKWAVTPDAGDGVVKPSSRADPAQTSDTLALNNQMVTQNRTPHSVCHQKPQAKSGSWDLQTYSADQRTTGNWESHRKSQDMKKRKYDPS
XiGFP reactiv: X-chromosome reactivation activator; 360,000 compounds, 0.055% hits; XiGFP mouse fibroblasts, % GFP-positive cells imaging, 3 d; cells co-treated with 5-aza-dC sensitizer; scaled so ellipticine positive control = 100%; activation, % at 7.58 µM;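 active = mean normalized replicate activation at least 10% and every replicate at or above 10%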;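 note: 0% = median of on-plate neutral control wells and 100% = ellipticine 6 µM median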
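System: XiGFP fibroblasts, SV40-immortalized. Medium: DMEM plus 5-aza-dC sensitizer. Doses: single point. Timing: 3 d treatment, 15 min room-temperature fixation. Control set: ellipticine 6 µM.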
EWS-Fli inh: EWS/Fli transcriptional activity inhibition; AID 651661; A673 NR0B1-luciferase reporter, viability-normalised; inhibition, % at 12.6 µM; 350,000 compounds, 0.67% hits;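 active = mean inhibition of at least 50% after viability correction, with every replicate also passing that limit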;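 note: firefly luciferase signal divided by Alamar Blue viability fluorescence both relative to DMSO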
S100A4 inh HTS: S100A4-myosin IIA interaction inhibition; P26447; S100A4/TAMRA-MyoIIA peptide fluorescence polarization; inhibition, % at 10.7 µM; 360,000 compounds, 0.14% hits; AID 652163;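 active = mean inhibition of at least 70% across replicates, with every replicate also reaching that level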
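Material: S100A4 monomer protein | Medium: HEPES pH 7.2 with CaCl2, KCl, NaCl, DTT, Triton | Reagent: Labelled myosin peptide probe, 5 nM | Doses: One dose per compound | Times: 5 min incubation before reading | Benchmarks: Neutral control DMSO, positive control TFP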
RAD54 branch: RAD54 (human) branch migration inhibition; AID 602329; inhibition, % at 10.4 µM; RAD54 Holliday junction branch migration, FAM/BHQ fluorescence; Q92698; 360,000 compounds, 0.14% hits;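 active = mean normalized replicate activity at least 40 and at least half of replicates scoring 40 or more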;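 note: 0% = median of neutral control wells and 100% = median of positive control wells; inhibitors cause a drop in the FAM fluorescence signal; in these data hits start at about 50%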
* = called active by the depositor; x = not tested or not shown; & = joins results of further samples.

(1) CO[C@H](CN(C)Cc1nccs1)[C@H](C)CN([C@H](C)CO)S(=O)(=O)c1ccc(C)cc1
(2) CC(C)NC(=O)N1Cc2cc(C(=O)NC3CCC3)nc(-c3cccc(-c4cncnc4)c3)c2[C@H]1CCO
(3) CC(C)[C@H](NC(=O)N1CCn2c1nc1ccccc12)C(=O)NC1CCCCC1
(4) CCCCNC(=O)Cc1ccc(C)cc1
(5) O=C(NCc1nnc2c(C(F)(F)F)cc(Cl)cn12)c1cccnc1
(6) CO[C@H]1CN(C)C(=O)c2cc(NC(=O)Nc3cc(F)ccc3F)ccc2OC[C@@H](C)N(C(=O)c2cnccn2)C[C@@H]1C
(7) C[C@@H]1CCCCO[C@H](CN(C)C(=O)c2ccncc2)[C@H](C)CN([C@@H](C)CO)C(=O)c2cc(NC(=O)NC3CCCCC3)ccc2O1
(8) COCCNC(=O)CSc1nc2cc3c(cc2c(=O)n1CCCC(=O)NCCc1ccc(OC)c(OC)c1)OCO3
(9) O=C(COC(=O)c1cccc(S(=O)(=O)N2CCCC2)c1)Nc1ccccc1
(10) Cc1cccc(C)c1NC(=O)COC(=O)/C=C/c1ccc(S(=O)(=O)N2CCOCC2)cc1

Compound	1	2	3	4	5	6	7	8	9	10
esBAF inh	-4	x	0	x	-11	2	1	1	x	-2
FN deposit inh	-6	3	2	-2	-13	-9	x	-1	x	-4
E-sel inducer	-0.1	1.7	x	x	x	0.1	-0.2	3.6	x	-0.3
RAD52 inh	-13	-12	-2	1	-12	-3	x	-13	-13	-9
XiGFP reactiv	-0.1	0.1	0.0	-0.1	0.0	0.3	-0.7	0.4	0.0	0.2
EWS-Fli inh	-3	-1	5	1	x	-3	-5	8	1	-3
S100A4 inh HTS	-3	0	4	-2	-1	11	x	-1	6	-13
RAD54 branch	1	x	-7	x	12	2	1	-10	x	-4

Sorted by number of heavy atoms (rising): 8 of the compounds above
(4) CCCCNC(=O)Cc1ccc(C)cc1
(3) CC(C)[C@H](NC(=O)N1CCn2c1nc1ccccc12)C(=O)NC1CCCCC1
(1) CO[C@H](CN(C)Cc1nccs1)[C@H](C)CN([C@H](C)CO)S(=O)(=O)c1ccc(C)cc1
(10) Cc1cccc(C)c1NC(=O)COC(=O)/C=C/c1ccc(S(=O)(=O)N2CCOCC2)cc1
(2) CC(C)NC(=O)N1Cc2cc(C(=O)NC3CCC3)nc(-c3cccc(-c4cncnc4)c3)c2[C@H]1CCO
(8) COCCNC(=O)CSc1nc2cc3c(cc2c(=O)n1CCCC(=O)NCCc1ccc(OC)c(OC)c1)OCO3
(6) CO[C@H]1CN(C)C(=O)c2cc(NC(=O)Nc3cc(F)ccc3F)ccc2OC[C@@H](C)N(C(=O)c2cnccn2)C[C@@H]1C
(7) C[C@@H]1CCCCO[C@H](CN(C)C(=O)c2ccncc2)[C@H](C)CN([C@@H](C)CO)C(=O)c2cc(NC(=O)NC3CCCCC3)ccc2O1

Compound	4	3	1	10	2	8	6	7
esBAF inh	x	0	-4	-2	x	1	2	1
FN deposit inh	-2	2	-6	-4	3	-1	-9	x
E-sel inducer	x	x	-0.1	-0.3	1.7	3.6	0.1	-0.2
RAD52 inh	1	-2	-13	-9	-12	-13	-3	x
XiGFP reactiv	-0.1	0.0	-0.1	0.2	0.1	0.4	0.3	-0.7
EWS-Fli inh	1	5	-3	-3	-1	8	-3	-5
S100A4 inh HTS	-2	4	-3	-13	0	-1	11	x
RAD54 branch	x	-7	1	-4	x	-10	2	1

Next section:
(11) CN1CCN(Cc2nc3ccccc3n2C)CC1CCO (stereo not given)
(12) COc1ccc(S(=O)(=O)N2CCC(C(=O)N[C@@H](C)C(=O)NCc3cccnc3)CC2)cc1
(13) CO[C@@H]1CN(C)C(=O)c2cc(NC(=O)c3ccccc3)ccc2OC[C@@H](C)N(C(=O)CN(C)C)C[C@H]1C
(14) COc1cccc(-c2ccc(NC(=O)C3CCCN(Cc4cnc(C)n4C)C3)cc2)c1 (stereo not given)
(15) CC1(C)CN2C(=O)c3ccccc3C2(C)S1 (stereo not given)
(16) COc1ccc(S(=O)(=O)N(C)C[C@H]2Oc3ccc(NC(=O)NC4CCCCC4)cc3C(=O)N([C@H](C)CO)C[C@@H]2C)cc1
(17) Cc1ccc2c(c1)C1CN(C)CCC1N2S(=O)(=O)c1ccc(C#N)cc1 (stereo not given)
(18) Cc1ccc(-c2cccc(C(=O)NCCc3ccccc3)n2)c2ccccc12
(19) CC(C)CCOP(=O)(c1ccc(N(C)C)cc1)C(O)c1ccccc1 (stereo not given)
(20) COc1ccc(S(=O)(=O)NCC2CC3C=CC2C3)cc1OC (stereo not given)

Compound	11	12	13	14	15	16	17	18	19	20
esBAF inh	-1	5	1	-3	x	2&-7	9	24	x	-2
FN deposit inh	4	x	5	0	-17	8&1	15	-9	6	2
E-sel inducer	x	0.9	0.1	x	x	0.1&0.2	x	0.0	0.2	-0.2
RAD52 inh	-3	-17	x	-8	-11	2&-15	16	-3	-8	0
XiGFP reactiv	0.0	0.1	0.3	0.3	0.1	0.0&0.0	0.2	0.0	0.1	-0.1
EWS-Fli inh	16	-8	-2	x	-8	6&13	-2	-20	1	x
S100A4 inh HTS	0	-1	x	7	-22	1&6	-4	-2	-4	2
RAD54 branch	1	-19	x	5	x	9&4	3	-5	x	-3

(21) C[C@H]1CN([C@@H](C)CO)S(=O)(=O)c2ccc(-c3cncnc3)cc2O[C@@H]1CN(C)Cc1ccncc1
(22) S=c1[nH]ncc2ccccc12
(23) COc1ccc(S(=O)(=O)N(C)C[C@@H]2Oc3ncc(-c4cccc(F)c4)cc3C(=O)N([C@H](C)CO)C[C@@H]2C)cc1
(24) COc1ccc(CCNC(=O)c2cc(C)oc2C)cc1
(25) CCN(CC1COc2ccccc2O1)C(=S)Nc1ccc(F)cc1 (stereo not given)
(26) C=CCNc1nc(=S)[nH]c2cc(OC)c(OC)cc12
(27) O=C(CNC(=O)c1ccc2c(c1)OCO2)N/N=C/c1cc(Br)ccc1O
(28) CC(OC(=O)c1ccc2ncsc2c1)C(=O)N(C)C1CCCCC1 (stereo not given)
(29) Cc1ccc(N2C(=O)CC(Sc3ncccn3)C2=O)cc1C (stereo not given)
(30) Cc1ccc(NC(=O)COC(=O)c2ccc(Cl)nc2)cc1S(=O)(=O)N1CCCCC1

Compound	21	22	23	24	25	26	27	28	29	30
esBAF inh	-5	3	2	-6	5	x	-13	2	1	3
FN deposit inh	x	x	-4	x	-9	10	8	-6	4	-7
E-sel inducer	0.1	x	-0.2	0.2	x	0.2	x	0.3	x	-0.5
RAD52 inh	11	1	-6	-28	1	18	-9	1	-3	-39
XiGFP reactiv	0.2	x	-1.0	-0.1	0.0	0.0	0.7	0.6	0.1	0.5
EWS-Fli inh	-7	-9	5	-22	-8	-2	24	-1	-1	-4
S100A4 inh HTS	4	3	-9	7	-13	2	-1	-3	0	-4
RAD54 branch	6	-7	0	0	5	x	10	-11	-1	-1

(31) C[C@@H]1CN([C@H](C)CO)C(=O)c2cc(NC(=O)Nc3cccc4ccccc34)ccc2O[C@H]1CN(C)Cc1ccc(Cl)c(Cl)c1
(32) C/C=C/c1cnc2c(c1)C(=O)N([C@H](C)CO)C[C@H](C)[C@@H](CN(C)C(=O)NCCC)O2
(33) C=CCn1c(C)nnc1SCC(=O)NC1CC1
(34) CN(C)C(=O)C[C@H]1CC[C@H](NC(=O)C2CCOCC2)[C@@H](CO)O1
(35) CC(Cc1cccs1)NC(=S)Nc1ccc(Cl)cc1 (stereo not given)
(36) Cc1ccc(C2NC(=O)c3sc(=S)n(-c4ccccc4)c3N2)cc1 (stereo not given)
(37) COc1ccc(NC(=O)N(C)C[C@H]2Oc3ccc(NC(=O)Nc4ccc5c(c4)OCO5)cc3CC(=O)N([C@@H](C)CO)C[C@@H]2C)cc1
(38) C[C@@H]1CN([C@H](C)CO)C(=O)c2c(c3ccccc3n2C)-c2ccccc2CO[C@@H]1CN(C)C(=O)Nc1ccc(-c2ccccc2)cc1
(39) NC(=O)CC(NC(=O)c1ccc(Br)cc1)c1ccc(NC2CCCCCC2)c([N+](=O)[O-])c1 (stereo not given)
(40) O=C(O)c1ccc2c(c1)N(Cc1ccccc1)C(=O)c1ccccc1S2=O (stereo not given)

Compound	31	32	33	34	35	36	37	38	39	40
esBAF inh	2	-7	-4	0	25	5	7	x	-18	1
FN deposit inh	-4	2	-1	-1	15	1	x	-14	2	3
E-sel inducer	0.2	0.0	-0.4	-0.3	x	-0.6	-0.6	-0.6	-0.1	-0.1
RAD52 inh	1	6	-6	-15	-16	-9	x	4	-36	-7
XiGFP reactiv	4.0	0.2	-0.1	0.1	0.0	0.4	0.5	-0.1	0.1	0.3
EWS-Fli inh	-15	-5	4	-2	-21	5	-4	-3	-8	9
S100A4 inh HTS	1	58	-7	8	-8	-3	x	3	12	-2
RAD54 branch	3	2	-9	0	-2	0	5	x	-2	4

(41) C#CCOCCOCCOCCNc1nc(N2CCN(C(=O)[C@H](CCC(=O)O)n3cc([C@@H](N)[C@H](C)CC)nn3)CC2)nc(N2CCN(C(=O)[C@H](CCC(=O)O)n3cc([C@@H](N)CCSC)nn3)CC2)n1
(42) O=C(N/N=C/c1ccc([N+](=O)[O-])cc1)c1cc2ccccc2o1
(43) COC(=O)C1CC2(C(=O)OC)CC(C(=O)OC)(CC(C(=O)OC)C2=O)C1=O (stereo not given)
(44) COC(CNC(=O)C1CCC(CNS(=O)(=O)c2c(C)cc(C)cc2C)CC1)OC (stereo not given)
(45) C[C@@H]1CN([C@H](C)CO)C(=O)c2cc(NC(=O)Nc3ccccc3)ccc2O[C@@H]1CN(C)S(=O)(=O)c1ccc(Cl)cc1
(46) CC1CN(C(=O)Cn2c(=O)oc3ccccc32)CC(C)O1 (stereo not given)
(47) CCC(=O)N(CC(C)C)C[C@H]1[C@H](c2ccccc2)[C@@H](CO)N1C(=O)C1CCC1
(48) CCC(C(=O)N1CCOCC1)n1c2ccccc2c2nc(=O)cc(C)n21 (stereo not given)
(49) C[C@@H]1CN([C@@H](C)CO)C(=O)c2cc(/C=C/c3ccccc3)cnc2O[C@@H]1CN(C)C(=O)C1CC1

Compound	41	42	43	44	45	46	47	48	49
esBAF inh	-4	-6	-12	-6	6	-14	3	0	x
FN deposit inh	-8	-4	x	0	x	0	-12	6	-21
E-sel inducer	-0.4	0.1	-0.7	x	3.5	0.7	-0.3	x	0.4
RAD52 inh	-16	-12	-18	-10	18	-22	7	0	x
XiGFP reactiv	0.7	0.0	0.4	0.0	0.1	0.4	0.3	0.0	-0.7
EWS-Fli inh	-9	4	-11	3	13	-2	30	-11	-10
S100A4 inh HTS	1	1	-40	-4	13	-16	3	2	x
RAD54 branch	-9	-11	4	-9	-20	3	-7	18	x

From PubChem
